High-throughput results as filed in PubChem.
RAD54 inh = RAD54 (human) branch migration inhibition | inhibition, % at 10.4 µM | 360,000 compounds, 0.14% hits | RAD54 Holliday junction branch migration, FAM/BHQ fluorescence | Q92698;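 active = mean normalized replicate activity at least 40 and at least half of replicates scoring 40 or more; inconclusive = only one of the two criteria met; inactive = mean below 40 and under half of replicates reaching 40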;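 note: 0% = median of neutral control wells and 100% = median of positive control wells; inhibitors cause a drop in the FAM fluorescence signal; in these data hits start at about 50%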
Target sequence (Q92698 whole entry, looked up): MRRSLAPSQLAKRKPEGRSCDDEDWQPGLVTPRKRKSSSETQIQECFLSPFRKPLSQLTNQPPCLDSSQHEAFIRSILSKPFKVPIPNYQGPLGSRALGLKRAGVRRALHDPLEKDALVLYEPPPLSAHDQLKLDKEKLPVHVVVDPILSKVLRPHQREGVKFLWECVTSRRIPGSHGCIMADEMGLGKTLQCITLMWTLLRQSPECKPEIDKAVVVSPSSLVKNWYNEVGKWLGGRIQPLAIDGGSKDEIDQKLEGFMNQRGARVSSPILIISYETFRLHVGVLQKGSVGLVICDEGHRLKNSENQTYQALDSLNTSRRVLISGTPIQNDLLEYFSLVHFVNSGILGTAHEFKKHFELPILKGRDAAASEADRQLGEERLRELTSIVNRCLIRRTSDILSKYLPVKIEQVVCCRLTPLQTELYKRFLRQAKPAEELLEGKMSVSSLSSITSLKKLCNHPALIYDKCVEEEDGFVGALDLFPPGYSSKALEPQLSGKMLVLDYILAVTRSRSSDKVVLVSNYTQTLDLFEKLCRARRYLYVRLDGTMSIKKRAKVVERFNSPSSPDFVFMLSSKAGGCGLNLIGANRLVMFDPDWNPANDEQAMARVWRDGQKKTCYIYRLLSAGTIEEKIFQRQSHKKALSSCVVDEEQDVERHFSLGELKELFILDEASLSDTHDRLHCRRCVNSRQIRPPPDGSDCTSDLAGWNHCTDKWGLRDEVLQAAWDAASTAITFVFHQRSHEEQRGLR
esBAF inh = inhibitors of esBAF chromatin remodeling in mouse ES cells | reporter increase, % at 12.5 µM | Bmi1-luciferase knock-in reporter, 24 h; 100% = twice the neutral-well signal | AID 602393 | 350,000 compounds, 2% hits; in the data active = activation above about 40%; inconclusive = no clear call, values can overlap the other calls;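 note: 0% = median of the plate's neutral control wells and 100% = double that signal; a rise in the Bmi1 reporter signal indicates esBAF inhibition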
Numbers without * were called inactive; ? = inconclusive. This is a subset; count on the stated rates, not on these rows.

SMILES | RAD54 inh | esBAF inh
COc1ccc(C(=O)CSc2nnc(CCc3ccccc3)n2-c2ccccc2)cc1 | -14 | 8
Cn1nc(-c2ccccc2)c(CSc2ccccc2)c1Cl | 1 | -8
CCOC(=O)C(NC(=O)c1ccc(F)cc1)(Nc1nnc(C)s1)C(F)(F)F (centres undefined) | -6 | -3
COC(C(=O)Nc1ccc(F)cc1)c1ccccc1 (centres undefined) | -10 | -10
Cc1ccc(-n2nc3c(N4CCC(C(=O)N5CCCCCC5)CC4)nnc(C)c3c2C)cc1 | 5 | 19
COC(=O)C1=C(N)Oc2cc(C)n(CCCn3ccnc3)c(=O)c2C1c1cccc(Cl)c1 (centres undefined) | 3 | -2
c1ccc(-c2nnc3sc(-c4cc5ccccc5o4)nn23)cc1 | -2 | 6
NC(=O)CSc1nnc(-c2ccncc2)n1CCc1ccccc1 | -2 | -7
O=C(Nc1ccc2c(c1)OCCO2)C1CCCN1S(=O)(=O)c1ccc(Cl)cc1 (centres undefined) | 2 | -6
CC(=O)c1c(C)[nH]c(C(=O)OCC(=O)Nc2ncc(Cl)c(C)c2Cl)c1C | -4 | 5
Oc1ccc(-c2onc3ccc(Cl)cc23)cc1 | 4 | 2
COc1cc2cc(CN(CCN3CCCC3)C(=O)Nc3ccc(F)cc3)c(=O)[nH]c2cc1OC | 15 | 0
COc1cc(C2C(C#N)=C(N)OC3=C2C(=O)CCC3)cc(OC)c1OC(=O)N1CCOCC1 (centres undefined) | 1 | -2
Cc1cc(C)n(CCCO)c(=O)c1C#N | 0 | -3
Cc1ccc(/C(CSc2nccn2-c2ncc(C(F)(F)F)cc2Cl)=N\O)cc1 | 3 | 7
O=C(O)C1CCCCC1C(=O)NCc1ccccc1 (centres undefined) | 6 | -2
CCN(CCCNC(=O)CN1C(=O)COc2ccccc21)c1ccccc1 | -3 | -5
CC1(C)N=C(N)NC(Nc2ccccc2)=N1 | -4 | -2
O=c1[nH]c2ccccc2n1C1=CCCC1 | 0 | -4
COc1cccc(-c2nnc3sc(C4CCCCC4)nn23)c1 | 7 | -5
CCOC(=O)c1[nH]c(C)c(C(=O)Nc2ccccc2F)c1C | -1 | ?
Cc1noc(NS(=O)(=O)c2ccc(NC(=O)COc3ccccc3)cc2)c1C | 5 | -5
O=C(NCc1ccco1)c1nc(-c2ccccc2)n(-c2ccccc2)n1 | 2 | 9
O=C(NC1CCCC1)C(c1ccccn1)N(C(=O)c1csnn1)C1CCCC1 (centres undefined) | -11 | -4
CCN1CCCC1CNC(=O)c1ccc2c(=O)n(CCOC)c(=O)[nH]c2c1 (centres undefined) | -19 | -7
Cc1cc(C(=O)OCC(=O)c2c(N)n(C)c(=O)n(C)c2=O)c(C)n1-c1ccccc1 | 0 | 10
O=C(NCCN1CCN(c2ccccc2)CC1)C1CCCN(S(=O)(=O)c2cnc[nH]2)C1 (centres undefined) | -6 | 0
Cc1ccc(-n2c(C)cc(C(=O)OCC(=O)N(CC(C)C)C3CCS(=O)(=O)C3)c2C)cc1 (centres undefined) | -20 | -1
CC(C)n1c(Nc2ccccc2)nc2ccccc21 | -2 | -10
CCOc1ccc(Cn2c(SCCCCC#N)nc3c2c(=O)n(C)c(=O)n3C)cc1OCC | 2 | 18
CSc1nc(N(CCO)CCO)c2sc3nc(-c4ccco4)c4c(c3c2n1)CCC4 | 8 | -3
COC(=O)COc1ccc(S(=O)(=O)N2CCN(c3ccccc3F)CC2)cc1 | 7 | 7
CN1CC2([N+](=O)[O-])CC=C(Oc3ccccc3)C([N+](=O)[O-])(C1)C2 (centres undefined) | -7 | -3
CCOC(=O)c1cnc(-n2nc(C)cc2C)nc1-n1nc(C)cc1C | 5 | -12
COc1ccc2[nH]c(=O)c(CN(Cc3ccccc3OC)Cc3nnnn3CC3CCCO3)cc2c1 (centres undefined) | 12 | -2
O=S1(=O)C=C(Oc2ccc3ccccc3c2)c2ccccc21 | 2 | 6
Cc1ccc(N2CC(C(=O)Nc3ccc(S(=O)(=O)N4CCCC4)cc3)CC2=O)cc1 (centres undefined) | 2 | 8
C/C=C(\C)C(=O)NCCN1C2=NC[C@H](Cc3ccccc3)N2C[C@H]1Cc1ccc(O)cc1 | -7 | -1
CCOC(=O)N1CCN(Cc2nc(N)nc(Nc3ccc(Oc4ccccc4)cc3)n2)CC1 | 2 | 2
COc1cc2c(C(=O)NCc3ccc4c(c3)OCO4)cn(CC(C)C)c(=O)c2cc1OC | 11 | -6
COc1ccc(/C=C2\OC(=O)c3c(OC)cccc32)cc1OC | -3 | 48*
OC(Cn1cncn1)c1ccc(Cl)cc1Cl (centres undefined) | 7 | -13
CCOc1ccc(-c2nc(-c3cccnc3)no2)cc1OCC | 9 | 24
Clc1ccc2c(c1)C(c1cccs1)=NNC(c1cccnc1)=N2 | -12 | 12
COc1ccc2nc(NC(=O)CSc3ccccc3)sc2c1 | 2 | 28
Cc1nc2ccccc2n1-c1ccccc1 | 9 | 6
O=C(Nc1nnc(SCC(=O)N2CCCCC2)s1)C1CCCCC1 | 3 | -5
O=C(CN1C(=O)CCC1=O)Nc1ccc(S(=O)(=O)N2CCOCC2)cc1 | -4 | -1

Complete entries, quoted from the list.
C/C=C(\C)C(=O)NCCN1C2=NC[C@H](Cc3ccccc3)N2C[C@H]1Cc1ccc(O)cc1 reads RAD54 inh: -7; esBAF inh: -1
CCOc1ccc(-c2nc(-c3cccnc3)no2)cc1OCC reads RAD54 inh: 9; esBAF inh: 24
CCOC(=O)N1CCN(Cc2nc(N)nc(Nc3ccc(Oc4ccccc4)cc3)n2)CC1 reads RAD54 inh: 2; esBAF inh: 2

Reformatted: entries from further up.
> CCOc1ccc(-c2nc(-c3cccnc3)no2)cc1OCC
- RAD54 inh: 9
- esBAF inh: 24
> OC(Cn1cncn1)c1ccc(Cl)cc1Cl (centres undefined)
- RAD54 inh: 7
- esBAF inh: -13
> O=C(Nc1nnc(SCC(=O)N2CCCCC2)s1)C1CCCCC1
- RAD54 inh: 3
- esBAF inh: -5
> O=C(CN1C(=O)CCC1=O)Nc1ccc(S(=O)(=O)N2CCOCC2)cc1
- RAD54 inh: -4
- esBAF inh: -1

Additional compounds follow.
SMILES | RAD54 inh | esBAF inh
CCOCC(=O)N1CCN(c2ccc([N+](=O)[O-])cc2)CC1 | 1 | -6
COc1ccccc1NS(=O)(=O)c1ccc(C)c(C(N)=O)c1 | -8 | 0
COCCn1nnnc1CN(CCCN1CCOCC1)Cc1cc2c(C)ccc(C)c2[nH]c1=O | 9 | 7
CCCNS(=O)(=O)c1ccc(CCC(=O)NCC2CCCO2)cc1 (centres undefined) | 19 | -1
COc1cc(/C=N\n2nnnc2N)ccc1OCc1ccc(F)cc1 | 1 | 14
Brc1c(OCCOCCn2cncn2)ccc2ccccc12 | -8 | 12
COc1ccccc1N(CN1CCCC1=O)C(=O)c1ccccc1F | 3 | 2
O=C(c1ccccc1)N1CCN(CC2CC=CCC2)CC1 (centres undefined) | 8 | -11
COc1cccc(-c2nc(N3CCC(C)CC3)c3ccccc3n2)c1O | -5 | 10
Cc1cc(=O)oc2cc3c(cc12)OCCN3 | -5 | -7
Cc1ccc(CN2CN(S(=O)(=O)c3cccs3)c3nc4ccccc4nc32)cc1 | -5 | 70*
COC(=O)/C(=C\Nc1ccc(Cl)cc1Cl)NC(=O)c1ccc(Cl)cc1Cl | 8 | -3

Another view of seven compounds above:
Screens in order: RAD54 inh | esBAF inh
- O=C(c1ccccc1)N1CCN(CC2CC=CCC2)CC1 (centres undefined)
    8 | -11
- CCOCC(=O)N1CCN(c2ccc([N+](=O)[O-])cc2)CC1
    1 | -6
- Cc1ccc(CN2CN(S(=O)(=O)c3cccs3)c3nc4ccccc4nc32)cc1
    -5 | 70*
- COC(=O)/C(=C\Nc1ccc(Cl)cc1Cl)NC(=O)c1ccc(Cl)cc1Cl
    8 | -3
- COc1ccccc1NS(=O)(=O)c1ccc(C)c(C(N)=O)c1
    -8 | 0
- COc1cccc(-c2nc(N3CCC(C)CC3)c3ccccc3n2)c1O
    -5 | 10
- CCCNS(=O)(=O)c1ccc(CCC(=O)NCC2CCCO2)cc1 (centres undefined)
    19 | -1

The list continues.
SMILES | RAD54 inh | esBAF inh
c1ccc(Nc2ncnc3sc4c(c23)CCC4)cc1 | -6 | 1
Cc1ncc(CO)c2c1OC(C)(C)OC2 | 6 | 0
COc1ccc(N2CCN(Cc3cc4c(cc3O)CCC4)CC2)cc1 | -5 | -3
CC(C)CCn1c(=S)[nH]c2ncccc2c1=O | -5 | -2
CC(C)NC(=O)C1CCCN(S(C)(=O)=O)C1 (centres undefined) | -2 | -2
C=CCn1c(SCC(=O)Nc2ccc3c(c2)OCO3)nnc1-c1cc(Br)ccc1O | -5 | 6
CSc1nnc(Cn2c(=O)sc3ccccc32)n1-c1cccc(Cl)c1 | 0 | 2
CN1CCN(CC(=O)N(C)c2nc(-c3ccccc3)cs2)CC1 | -8 | -42
Cc1c(C(=O)NCc2cccnc2)oc2ccc(S(=O)(=O)N3CCCCCC3)cc12 | -8 | -14
OC1CC(c2ccco2)NC2(CCCCC2)C1 (centres undefined) | -8 | 3
COc1cccc(CNCCc2c[nH]c3ccccc23)c1OCc1ccccc1F | 12 | 2
CC(C)(C)NC(=O)CSc1nnc(CN2CCCCCC2=O)n1-c1ccccn1 | -1 | 4
COc1ccc2nc(SCC(=O)Nc3ccc(S(=O)(=O)Nc4nccc(C)n4)cc3)[nH]c2c1 | 3 | -9
Cc1cccn2c(=O)c(C=NCc3ccco3)c(Nc3ccc(SC(F)F)cc3)nc12 | -5 | -9
CCN1CCc2c(C#N)c(NCc3ccccc3)nc(NCCO)c2C1 | -15 | 0
O=C(CN1CCN(c2ccc(F)cc2)CC1)Nc1cccc(C(F)(F)F)c1 | 6 | -10
Nc1nc(SCC(=O)c2ccc(Oc3ccccc3)cc2)n[nH]1 | 2 | 0
O=C(c1cnccn1)N(c1ccccc1)C1(C(=O)NC2CCCC2)CCCCC1 | -5 | 2
CCc1nc(SCCO)c2oc3ccccc3c2n1 | 2 | 4
Cc1cccc(Cn2c(=O)c3c(nc4n3CCN4Cc3ccco3)n(C)c2=O)c1 | 1 | 3
Cc1c(C(=O)N2CCN(c3ccc(F)cc3)CC2)sc2nc(-c3ccccc3)cn12 | 14 | -2
O=C(c1ccc(F)cc1)C1CCN(C(=S)Nc2ccccc2)CC1 | 11 | 12
COCCn1c(SCC(=O)Nc2cccc(OC)c2)nnc1-c1ccc(Cl)cc1 | 6 | 1
c1ccc2c(c1)nc1n2CCN1CCNC1CCCCC1 | 4 | -9

Shown as labelled records: part of the list above.
COCCn1c(SCC(=O)Nc2cccc(OC)c2)nnc1-c1ccc(Cl)cc1
  RAD54 inh: 6	esBAF inh: 1

c1ccc2c(c1)nc1n2CCN1CCNC1CCCCC1
  RAD54 inh: 4	esBAF inh: -9

The listing continues.
SMILES | RAD54 inh | esBAF inh
O=C(Cn1cnc2ccccc2c1=O)N1CCN(Cc2ccccc2)CC1 | 0 | -4
CCOc1ccccc1NC(=O)CC1NCCNC1=O (centres undefined) | -3 | -6
Cc1cc(OCC(=O)NCCO)cc(C)c1Cl | -2 | -1
CCOC(=O)CCSc1nc(C)c2cc(OC)ccc2n1 | 0 | 10
COc1cccc(NC(=O)COC(=O)c2c3c(nc4ccccc24)CCC(C)C3)c1 (centres undefined) | -13 | -3
CCCN1Cc2cccc(C(=O)N3CCN(c4ccccc4)CC3)c2C1=O | 8 | -5
CC(=O)N(c1c(C)n(C)n(-c2ccccc2)c1=O)C1(C(=O)NC2CCCCC2)CCCCC1 | 1 | 1
Cc1ccccc1S(=O)(=O)Cc1ccc(C(=O)NCCCN2CCN(C)CC2)o1 | -4 | -1
COC(=O)C(C)N(C(=O)c1ccc(C(=O)c2ccccc2)cc1)c1c(C)cccc1C (centres undefined) | 2 | 0
C/C(CC(=O)NCc1ccco1)=N\NC(=O)Cc1cccc2ccccc12 | 17 | -7
O=C(C1CCN(S(=O)(=O)c2cccc3cccnc23)CC1)N1CCc2ccccc21 | 8 | 3
O=C(CCNS(=O)(=O)c1ccc2c(c1)CCC(=O)N2)NCc1ccc2c(c1)OCO2 | 6 | -6
